aSyn UTR inh = MLPCN primary screen, SNCA 5' untranslated region; actives 0.82% (n = 300,000); alpha-synuclein 5'UTR reporter, inhibitor activity; inhibition, % (tested at 7.5 µM); AID 1813, 2009; in the data active = inhibition above about 60%;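 note: H4 neuroglioblastoma cells stably carrying SNCA 5'UTR luciferase fusion; 0% = DMSO wells and 100% = positive control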
AI-2 QS modul = Vibrio harveyi AI-2 quorum sensing modulators, primary screen, JMH597 strain, luminescence/OD600 ratio; Vibrio harveyi JMH597 AI-2 luminescence/OD600 ratio, 9 h; hits give low values; strain lacks LuxN and CqsS sensors; 0 = neutral-control median; activity change, % at 7.5 µM; actives 0.4% (n = 300,000); AID 2094, 2009; in the data active = activity change below about -75%, passing the limit was not always enough;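 note: luminescence divided by OD600 gain over 9 h not by final OD600 alone; inactives centre near 13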
HIF act = HIF pathway transcriptional activators, primary screen, cell-based, U2OS HRE-luciferase, luminescence; U2OS HRE-luciferase reporter; normalized: DMSO 0%, desferrioxamine 100%; activation, % at 7.5 µM (by protocol); actives 0.32% (n = 300,000);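 active = mean activation of at least 10% of the iron chelator positive control signal, with at least half of replicates also reaching 10%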
HSP90 refold inh = HSP90 inhibitors, primary screen, cell lysate, luminescence. Heat shock protein HSP 90 (rabbit reticulocyte lysate; luciferase refolding). Rabbit reticulocyte lysate, luciferase refolding luminescence, 3 h. inhibition, % at 5.6 µM. actives 0.91% (n = 290,000). AID 1789, 2009;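 active = inhibition above the screen-wide mean plus 3 SD, computed separately per campaign, cut at about 16% in these data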;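 note: 0% = DMSO wells and 100% = 60 µM geldanamycin wells; inhibitors lower the luminescence because luciferase stays unfolded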
HSF1 activator = HSF-1 activators, primary screen, NIH3T3-HGL cells, MG132 stress, luminescence, single point; NIH3T3-HGL HSF-1 luciferase reporter, 8 h; 100% = twice DMSO control signal; actives 1.7% (n = 300,000); AID 504408, 2011; activation, % at 9 µM;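 active = mean replicate activation of at least 50% with a set share of replicates each reaching 50%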;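 note: 0% = median of the neutral control wells and 100% = twice that signal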
KLF5 inhibitor = KLF5 expression inhibitors, primary screen, DLD-1 cells, luminescence; DLD-1 KLF5 promoter-luciferase reporter; inhibition, % at 5 µM; actives 0.23% (n = 290,000);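 active = inhibition above a per-plate limit of that plate's mean compound inhibition plus 3 SD, cut at about 60% in these data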;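 note: 0% = DMSO wells and 100% = LY294002 at 200 µM; higher means less KLF5 promoter-driven luciferase light; inactives centre near -14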
IEC-6 cytotox = cytotoxicity in IEC-6 intestinal epithelial cells, primary screen, cytotoxicity control for KLF5 inhibitor project, cell-based, luminescence; IEC-6 cytotoxicity, luminescence viability; inhibition, % at 5 µM; actives 0.78% (n = 290,000); AID 1825, 2009; in the data active = inhibition above about 22%;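 note: 0% = plate median of test compound wells and 100% = cytotoxic reference compound wells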
SKKanGAS inh = S. pyogenes SKKanGAS growth inhibitors in kanamycin, primary screen, streptokinase expression inhibitor project, SKKanGAS strain, BacTiter-Glo luminescence. 6 h. inhibition, % at 7.5 µM. actives 1.3% (n = 300,000);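 active = mean replicate score, as percent of positive control median, at least 50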;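 note: strain carries kanamycin resistance gene driven by streptokinase promoter and grows in 40 µg/ml kanamycin; loss of luminescence reflects streptokinase promoter inhibition or plain growth inhibition; 0% = median of DMSO wells and 100% = positive control at its reference dose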
Platelet DG rel = inhibitors of platelet dense granule secretion, primary screen, cell-based, MLPCN, human platelets; inhibition, %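 (compounds screened at 7.5 µM in platelet-rich plasma)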; AID 1663, 2009; actives 0.22% (n = 300,000); human platelet-rich plasma, SFLLRN dense granule ATP release, luminescence;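 active = mean replicate score, as percent of positive control, at or above 50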
HSF1 inh = HSF1 inhibitors in luciferase reporter cells, primary screen, cell-based, NIH3T3, luminescence; actives 0.77% (n = 300,000); NIH3T3-HGL HSE-luciferase, MG132-induced, luminescence 8 h; hits give low values; AID 2098, 2009; activity change, negative = inhibition, % at 7.5 µM (by protocol);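 active = more than half of replicate wells show activity change below -50%, luminescence cut by over half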;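 note: luciferase reports HSF-1 transcriptional activity via heat shock element; 0% = median of DMSO wells and -100% = zero luminescence signal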
Numbers without * were called inactive; . = no result given.

The first four entries (preview)
Second line of a record: aSyn UTR inh, AI-2 QS modul, HIF act, HSP90 refold inh, HSF1 activator, KLF5 inhibitor, IEC-6 cytotox, SKKanGAS inh, Platelet DG rel, HSF1 inh
CC(C)(C)c1ccc(C(=O)Nc2nonc2-c2nc3ccccc3[nH]2)cc1
    -11, 18, -0.1, -6, 0, -30, -8, -2, -21, -1
Cc1ccc(S(=O)(=O)N(CC(=O)NN=C2CCN(C)CC2)c2ccc(F)cc2)cc1
    -1, 8, 0.3, 2, -15, -14, 3, 6, 4, -6
COc1ccc(C(C)N2CC34C=CC(O3)C(C(=O)O)C4C2=O)cc1 (configuration not stated)
    7, 10, -1.3, -2, -69, -32, -1, 6, -3, -64*
Cc1ccc(S(=O)(=O)N/N=C/c2cccc([N+](=O)[O-])c2)cc1
    2, 49, -0.2, -5, -13, 1, -1, -6, 9, -5

Results, from the start:
Second line of a record: aSyn UTR inh, AI-2 QS modul, HIF act, HSP90 refold inh, HSF1 activator, KLF5 inhibitor, IEC-6 cytotox, SKKanGAS inh, Platelet DG rel, HSF1 inh
CC(C)(C)c1ccc(C(=O)Nc2nonc2-c2nc3ccccc3[nH]2)cc1
    -11, 18, -0.1, -6, 0, -30, -8, -2, -21, -1
Cc1ccc(S(=O)(=O)N(CC(=O)NN=C2CCN(C)CC2)c2ccc(F)cc2)cc1
    -1, 8, 0.3, 2, -15, -14, 3, 6, 4, -6
COc1ccc(C(C)N2CC34C=CC(O3)C(C(=O)O)C4C2=O)cc1 (configuration not stated)
    7, 10, -1.3, -2, -69, -32, -1, 6, -3, -64*
Cc1ccc(S(=O)(=O)N/N=C/c2cccc([N+](=O)[O-])c2)cc1
    2, 49, -0.2, -5, -13, 1, -1, -6, 9, -5
CCCN(CCC)S(=O)(=O)c1ccc(C(=O)N2CCCc3ccccc32)cc1
    -12, 21, -0.5, -1, 8, 22, -6, 6, -1, -8
COc1ccccc1N1CCN(C(=O)C(=O)c2c[nH]c3ccccc23)CC1
    11, 8, -0.1, 2, 3, -7, 6, -21, -12, -8
CC(Oc1ccccc1)C(=O)Nc1ccccc1O (configuration not stated)
    -53, 9, -0.4, -1, -5, -7, -2, -3, 7, 2
CCOc1ccc(N2C=Nc3ccc(OCC)cc3C2)cc1
    -39, 33, -0.5, -4, 28, -29, 4, -7, 13, 19
Cc1sc2ncnc(NCC(O)c3ccccc3)c2c1C (configuration not stated)
    -104, 10, 2.5, -4, 26, -63, 16, 11, 3, 22
N/C(=N\N=C\c1cccs1)SC1CC(=O)N(c2ccc(Br)cc2)C1=O (configuration not stated)
    2, 19, 0.1, 1, 11, 6, 0, -2, -5, 7
CC(=C/C(=O)O)/C=C/c1ccc(Cl)o1
    -14, 11, 1.7, 0, 6, -7, 4, 7, 15, 1
CN1C(=O)NC(c2ccc(Cl)cc2)C2=C1CC(C)(C)CC2=O (configuration not stated)
    -4, -1, 0.2, -2, 12, -2, -2, 3, -5, 4
Cc1ccccc1OCC(=O)NCc1ccccc1
    9, -50, 0.7, 1, 21, -18, -1, -8, -2, 12
COc1ccc(C(=O)C2CCCN(Cc3cccc4c3OCO4)C2)cc1OC (configuration not stated)
    24, 17, 0.0, 10, -3, -11, 1, 9, 3, -4
O=C(c1cc(COc2ccc(F)cc2Cl)on1)N1CC2C[C@@H]3CC1C[C@H](C2)C3
    -190, 8, 5.2, -4, 49, -158, 7, -3, -5, 37
O=S(=O)(c1ccc(Cl)cc1)N1CCCc2ccccc21
    6, 12, 1.0, 2, 9, -20, 2, 11, -7, 3
CCOc1ccccc1NC(=O)Nc1cc(C(=O)O)ccc1C
    17, 4, -0.9, -5, 2, -21, -4, -1, -2, 2
C=CCOC(=O)/C(=C/c1cccc2ccccc12)NC(=O)c1ccccc1
    -258, -18, 4.9, -8, 72*, -57, -5, -2, 12, 54
CCCn1c(CNc2ccccc2O)nc2ccccc21
    -84, 21, -0.4, 9, 18, -7, 1, -4, 1, 28
Cn1/c(=N\NC(=O)c2ccccc2Cl)sc2ccccc21
    -89, 14, 1.6, -2, 19, -64, -4, -7, -3, 27

Second line of a record: aSyn UTR inh, AI-2 QS modul, HIF act, HSP90 refold inh, HSF1 activator, KLF5 inhibitor, IEC-6 cytotox, SKKanGAS inh, Platelet DG rel, HSF1 inh
C=CCSC1=C(C#N)C(c2ccccc2OC)CC(=O)N1 (configuration not stated)
    -17, 6, 2.0, 2, 4, 2, 3, -3, -14, -2
CC1=C(C#N)C(C(F)(F)F)(C(F)(F)F)N=C(c2ccco2)N1
    15, 3, 0.0, -1, 5, -19, -2, -5, -1, -5
CCOC(=O)CCC(=O)Nc1ccc(S(=O)(=O)N2CCCC2)cc1
    23, -34, 0.0, 7, 26, -13, -1, -2, -2, 9
O=C1Nc2ccccc2C(O)(C(=O)NCc2ccco2)N1c1ccccc1 (configuration not stated)
    -1, 22, -3.2, 0, 10, -17, 3, -5, 2, 0
NC(=O)C1(C(N)=O)OC1c1ccc(Cl)cc1Cl (configuration not stated)
    -5, 29, -0.8, 0, -10, -27, -5, -4, -4, 0
CO/N=C(/CS(=O)c1ccc(Br)cc1)c1ccc(OC)cc1 (configuration not stated)
    ., 23, ., 7, ., 5, 6, ., ., .
Cn1c2c(c3ccccc31)CCN1CCC[C@]21c1ccccc1
    29, -2, -0.1, 1, -4, -30, 10, 7, -6, 13
Cc1cc(OCCCn2ccnc2)ccc1C(C)C
    -9, 41, 1.0, -2, 8, 14, -11, -2, 20, 6
O=C1CN(S(=O)(=O)c2ccc(Br)cc2)c2ccccc2N1
    12, 26, -0.4, 0, 2, -29, 3, -5, -6, -5
CCc1nc2ccccc2c(C(=O)NCc2ccccc2)c1C
    -3, -1, -0.7, 1, 8, 9, 7, -5, 6, 3
CCOC(=O)CCCCNCc1ccccc1
    0, -8, 1.5, 2, -32, 6, -6, 1, 4, -13
O=C(CNC(=O)c1ccccc1C(=O)O)c1ccccc1
    -127, 14, 2.8, 0, 28, -48, -8, -4, 2, 9
C=C1c2ccc(C)cc2NC(=O)N1c1ccccc1
    17, 9, 0.3, 1, 1, 10, 6, -9, 11, -2
CCOc1ccc(NC(=O)CC2C(=O)N(C)C(=S)N2Cc2ccc3c(c2)OCO3)cc1 (configuration not stated)
    11, -3, -0.1, 0, 2, 32, -1, -8, -1, -3
O=[N+]([O-])c1ccc(CS(=O)(=O)c2ncn[nH]2)cc1
    19, 5, -4.5, 2, -4, -17, -7, -1, 3, -5
CCC(Cc1ccccc1)NC(=O)CCc1ccccc1 (configuration not stated)
    -9, -3, -1.1, 1, 7, -13, -4, 3, -6, -6
FC(F)(F)c1ccc(C2NCCc3sccc32)cc1 (configuration not stated)
    -63, 15, 0.7, -2, 32, -39, 8, 0, 0, 6
Cc1ccc(CC(=O)N(C)CC(=O)Nc2ccc(N3CCOCC3)cc2)cc1C
    -10, 8, -0.3, ., 1, ., ., -7, -12, -1
CCc1ccc(C2C(C#N)=C(N)N(N(C)C)C3=C2C(=O)CCC3)cc1 (configuration not stated)
    -1, 5, -1.1, -2, 6, -51, -12, 0, 0, -4
CCCCn1c(N)c(N(CC(C)C)C(=O)CSCC(=O)Nc2ccc(OC)cc2)c(=O)[nH]c1=O
    9, 5, 1.3, ., -14, ., ., 4, -5, 4

Two neighbouring entries already listed, quoted:
Second line of a record: aSyn UTR inh, AI-2 QS modul, HIF act, HSP90 refold inh, HSF1 activator, KLF5 inhibitor, IEC-6 cytotox, SKKanGAS inh, Platelet DG rel, HSF1 inh
CCc1ccc(C2C(C#N)=C(N)N(N(C)C)C3=C2C(=O)CCC3)cc1 (configuration not stated)
    -1, 5, -1.1, -2, 6, -51, -12, 0, 0, -4
CCCCn1c(N)c(N(CC(C)C)C(=O)CSCC(=O)Nc2ccc(OC)cc2)c(=O)[nH]c1=O
    9, 5, 1.3, ., -14, ., ., 4, -5, 4

Further entries
molecule	aSyn UTR inh	AI-2 QS modul	HIF act	HSP90 refold inh	HSF1 activator	KLF5 inhibitor	IEC-6 cytotox	SKKanGAS inh	Platelet DG rel	HSF1 inh
CN(C)CCN(C(=O)c1cccc2ccccc12)c1nc2cc3c(cc2s1)OCO3	-1	0	0.4	3	-15	7	3	2	-2	-5
CCCC(=O)C1=C(O)C(C(=O)OC)C(C)(C)CC1=Nc1cccc2ccccc12 (configuration not stated)	5	7	-0.4	-1	-9	4	0	5	18	-1
CCOC(=O)N1CCN(C(=O)C2CCN(S(=O)(=O)c3cc(OC)ccc3OC)CC2)CC1	-6	-4	0.0	-3	5	-17	-11	-14	9	9
O=C(Cn1cc([N+](=O)[O-])cn1)NCc1ccccc1Cl	-28	32	0.1	.	-5	.	.	5	1	8
CCOC(=O)c1c(NC(=O)C2C3CCC(O3)C2C(=O)O)sc2c1CCC(CC)C2 (configuration not stated)	32	-4	0.1	5	12	-16	2	22	1	0
CC(C)(C)c1ccc(OCC(=O)NNC(=O)Cc2cccs2)cc1	13	-55	0.0	0	2	-19	0	0	8	0
[O-]/[N+](=C\c1ccncc1)c1ccc(Br)cc1	-225	-14	2.6	31*	117*	-22	4	-17	26	78
CC(C)(C)c1ccc(C(=O)N/C(=C\c2cccs2)C(=O)N2CCOCC2)cc1	-3	19	0.2	-3	22	-23	-6	-1	21	0
C=CCc1c(C)nc(-c2ccccc2)nc1Nc1ccc(O)cc1	29	21	0.2	-2	10	-18	-2	5	-4	-1
CC1(O)C(=O)C=C2C=C(c3ccc(C#N)cc3)OC=C2C1=O (configuration not stated)	6	32	-0.5	.	5	.	.	6	0	-2
CC(=O)Nc1ccc(-c2cn3cccnc3n2)cc1	-35	24	1.0	1	1	-112	1	-1	9	3
O=C(Nc1nnc(SCc2c(Cl)cccc2Cl)s1)c1cccc([N+](=O)[O-])c1	-15	17	0.7	2	-10	-14	3	2	0	-2
COc1cccc(OCC(=O)NNC(=O)Cc2cccs2)c1	1	17	-0.1	4	-17	-17	-4	8	-1	-9
O=C1NC(=Nc2ccccc2)SC1(CO)CO	10	8	-1.5	0	-5	-7	-2	2	-3	-3
Cc1nn(C(C)C(=O)N2CCOCC2)c(C)c1[N+](=O)[O-] (configuration not stated)	-1	11	-0.2	0	-16	-28	1	14	2	-5
Cc1c(NC(=O)CSc2nnc(N)s2)c(=O)n(-c2ccccc2)n1C	-3	7	-0.4	-3	-3	3	-3	5	5	-3
COc1ccc(C(=O)C2CCN(C(=O)c3ccco3)CC2)cc1	-1	44	0.2	5	5	5	8	-4	-2	0
